CHO parental Ca = counter-screen: ATP calcium response change in parental CHO cells. inhibition, % at 5.6 µM. parental CHO-K1, ATP-induced calcium, Fluo-8 fluorescence. hit rate 0.63% among 330,000;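 active means inhibition above that plate's mean sample inhibition plus 3 SD, cut at about 26% in these data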;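 further: 0% = ATP-challenged DMSO wells and 100% = DMSO wells without ATP; some compounds past the cut are filed as inactive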
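Assay system: parental CHO cells; Read-out basis: percent inhibition of ATP-evoked calcium rise, normalized to controls; Benchmarks: ATP and no-ATP DMSO wells; Compound dosing: single nominal dose of 5.6 µM per compound; Signal: Fluo-8 calcium dye fluorescence; Also added: ATP as calcium-mobilizing challenge; Repeats: singlicate.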
M1 ag = agonists of human M1 muscarinic receptor; CHO-K1 hM1, Fluo-8 calcium fluorescence, agonist mode; 0% DMSO, 100% acetylcholine EC100; hit rate 0.33% among 360,000; activation, % at 3 µM; P11229;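 active means activation above the run's mean compound activation plus 3 SD, cut at about 16% in these data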;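 further: peak over basal fluorescence ratio within a 140 s kinetic read after compound addition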
Target sequence (P11229 whole entry, looked up): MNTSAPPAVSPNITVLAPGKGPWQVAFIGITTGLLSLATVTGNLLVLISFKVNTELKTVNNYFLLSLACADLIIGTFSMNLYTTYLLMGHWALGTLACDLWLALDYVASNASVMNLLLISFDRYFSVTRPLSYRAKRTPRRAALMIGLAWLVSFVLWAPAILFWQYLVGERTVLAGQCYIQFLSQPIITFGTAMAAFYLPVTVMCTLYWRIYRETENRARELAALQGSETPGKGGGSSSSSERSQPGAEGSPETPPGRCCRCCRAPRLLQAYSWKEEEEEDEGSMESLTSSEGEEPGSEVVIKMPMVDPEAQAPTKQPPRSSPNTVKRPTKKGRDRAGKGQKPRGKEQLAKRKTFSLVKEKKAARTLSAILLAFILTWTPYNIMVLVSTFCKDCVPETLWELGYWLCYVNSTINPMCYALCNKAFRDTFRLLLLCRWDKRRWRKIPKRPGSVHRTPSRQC
CHO-K1 Ca antag = counter-screen for M1 antagonists: effect in parental CHO-K1 cells. ATP-induced calcium, Fluo-8 fluorescence. inhibition, % at 3 µM. hit rate 0.6% among 360,000. AID 602250;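 active means inhibition above a per-plate cutoff, the plate's mean sample inhibition plus 3 SD, cut at about 24% in these data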;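 further: 0% = DMSO plus EC80 ATP and 100% = DMSO alone without ATP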
M1 ag parental = M1 agonist counterscreen hit in parental CHO-K1 cells; Fluo-8 calcium fluorescence; scaled to maximal ATP response, vehicle zero; activation, % at 3 µM; hit rate 0.48% among 360,000; in the data active means activation above about 15%;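 further: untransfected CHO-K1 host cells lacking M1 receptor as counterscreen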
CHRM4 antagonist = CHRM4 antagonism in calcium assay; P08173; CHO-hM4 cells, ACh EC80, Fluo-8 calcium fluorescence; inhibition, % at 3 µM; hit rate 0.73% among 360,000; AID 624125;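 active means inhibition above its plate's cutoff, the mean inhibition of sample wells plus 3 SD, cut at about 27% in these data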;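 further: 0% = acetylcholine EC80 with DMSO and 100% = DMSO without agonist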
Target sequence (P08173 whole entry, looked up): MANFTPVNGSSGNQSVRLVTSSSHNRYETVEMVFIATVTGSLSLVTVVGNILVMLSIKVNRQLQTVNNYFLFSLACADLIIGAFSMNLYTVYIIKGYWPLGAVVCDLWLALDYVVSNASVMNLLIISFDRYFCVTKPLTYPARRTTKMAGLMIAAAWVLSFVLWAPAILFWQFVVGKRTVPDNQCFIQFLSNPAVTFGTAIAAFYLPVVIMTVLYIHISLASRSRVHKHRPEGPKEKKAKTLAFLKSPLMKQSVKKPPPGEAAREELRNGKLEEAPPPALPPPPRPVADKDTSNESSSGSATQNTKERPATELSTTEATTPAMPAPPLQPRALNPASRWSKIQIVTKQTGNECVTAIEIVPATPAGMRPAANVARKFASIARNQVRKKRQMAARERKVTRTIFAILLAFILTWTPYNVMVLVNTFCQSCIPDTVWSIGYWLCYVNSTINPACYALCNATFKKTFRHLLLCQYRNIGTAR
CHRM1 PAM = positive allosteric modulators of human M1 muscarinic receptor. P11229. CHO-K1 hM1, Fluo-8 calcium fluorescence, ACh EC20; 0% = ACh EC20, 100% = maximal ACh. activation, % at 3 µM. hit rate 0.088% among 360,000. AID 588819; in the data active means activation above about 19%, passing the limit was not always enough
CHRM1 antagonist = human CHRM1 antagonism; P11229; CHO-K1 hM1, Fluo-8 calcium fluorescence, ACh EC80 antagonist; inhibition, % at 3 µM; hit rate 1.3% among 360,000;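 active means percent inhibition above its own plate's cutoff, namely the mean of that plate's compound wells plus 3 SD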;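 further: peak over basal fluorescence ratio during 140 s after agonist addition; 0% = ACh EC80 plus DMSO and 100% = DMSO alone without agonist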
OXTR potentiate = potentiators of human oxytocin receptor | CHO-OTR cells, Fluo-8 calcium fluorescence, potentiator mode; 0% = oxytocin EC15, 100% = EC100 | AID 2445 | hit rate 0.061% among 320,000 | P30559 | activation, % at 3 µM;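 active means activation above that plate's cutoff, the mean activation of tested compounds plus 3 SD, cut at about 6.6% in these data, passing the limit was not always enough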;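 further: 100% uses oxytocin at 75 nM as the full agonist control; some results filed as inactive read as strong as hits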
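Assay system: CHO cell line stably expressing human OTR | Also added: Oxytocin at about EC15, sub-maximal agonist stimulus | Times: Compound 6 min at room temperature before oxytocin, 100 s read | Measured by: Fluo-8 intracellular calcium fluorescence, ex 470-495, em 515-575 nm | Controls: EC15 oxytocin alone as 0%, 75 nM oxytocin as 100%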
M4 ag = agonists of human muscarinic M4 receptor (CHRM4); AID 624127; hit rate 0.14% among 360,000; activation, % at 3 µM; P08173; CHO-K1 hM4/Gqi5, Fluo-8 calcium fluorescence; vehicle 0%, full acetylcholine response 100%;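 active means activation above the run mean over all test wells plus 3 SD, cut at about 32% in these data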;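 further: peak over basal fluorescence ratio per well then scaled between controls; 0% = DMSO wells and 100% = acetylcholine at EC100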
* = called active by the depositor; / = no result given; & = joins results of further samples. This is a subset. The share of hits here may be higher or lower than overall.

SMILES | CHO parental Ca | M1 ag | CHO-K1 Ca antag | M1 ag parental | CHRM4 antagonist | CHRM1 PAM | CHRM1 antagonist | OXTR potentiate | M4 ag
COc1ccccc1-n1c(O)c(C=NCCCn2ccnc2)c(=O)[nH]c1=O | -2 | -3 | 6 | 0.0 | -15 | 2 | -4 | -17 | 0
CC[C@H](OC(C)=O)C(C[C@H](C)N(C)C)(c1ccccc1)c1ccccc1 | -7 | -12 | -24 | 2.2 | -8 | -10 | 9 | -9 | 3
COc1cccc(Oc2c(C)oc3cc(OC(=O)N(C)C)ccc3c2=O)c1 | 9 | -4 | -11 | 2.1 | 4 | 1 | 1 | -3 | 2
CN1C(=O)C(Cc2ccsc2)C(=O)N(C)C1=O | 2 | 0 | -4 | -0.3 | 2 | 9 | -14 | -9 | 0
Cc1nc2ccccc2c(=O)n1-c1ccc(Cl)cc1[N+](=O)[O-] | -8 | -3 | -7 | 0.5 | 6 | 4 | 1 | 0 | 2
C/C(CCc1c[nH]c2ccccc12)=N\O | -2 | -4 | -9 | 0.7 | -2 | 4 | -2 | -8 | 1
CNP(=O)(Oc1ccccc1)OC12CC3CC(CC(C3)C1)C2 (configuration not stated) | 0 | -3 | 2 | 1.5 | 7 | -6 | 14 | -21 | 4
Cc1c(C)c2ccc(OCC(=O)N3CCC(C(=O)O)(c4ccccc4)CC3)cc2oc1=O | -12 | -1 | -2 | -0.1 | -14 | 3 | -11 | 0 | 2
COC(=O)C1=C(c2cccc(OCc3ccccc3)c2)C[C@@H]2CC[C@H]1N2C(=O)NCc1ccccc1C(F)(F)F | -16 | -6 | -16 | -0.1 | 9 | 9 | -6 | -10 | 4
CCCCC(=O)N/N=C/c1c(O)n(CC)c(=S)[nH]c1=O | -9 | -7 | -9 | 0.1 | -9 | 0 | -8 | -3 | 1
COC(=O)C1=C(c2cccc(C#N)c2)C[C@@H]2CC[C@H]1N2C(=O)NCCOc1ccccc1Cl | -12 | -9 | -9 | -0.1 | 6 | 2 | 4 | 1 | 4
Cc1ccc(-c2nc3ccccc3c(=O)n2-n2cccc2)cc1 | -7 | -6 | -2 | 0.6 | 9 | 0 | -13 | 2 | 2
C[C@H](CO)N1C[C@H](C)[C@@H](CN(C)C(=O)Oc2ccc3ccccc3c2)OCc2cnnn2CCCC1=O | / | -11 | -5 | 0.8 | -2 | -1 | -1 | / | 1
Cc1c(C=C2C(=O)N(C)C(=S)N(C)C2=O)c2ccccc2n1CC(=O)NCC1CCCO1 (configuration not stated) | / | -3 | -13 | 1.8 | -15 | 4 | -1 | / | 2
O=C(O)c1ccc2c(c1)C1C(Cl)C(Sc3ccccc3[N+](=O)[O-])CC1C(c1cccc([N+](=O)[O-])c1)N2 (configuration not stated) | / | -5 | -9 | -0.7 | 4 | 9 | -6 | / | 0
Cc1ccc(NC(=O)c2cn(CCC#N)nc2-c2ccc3c(c2)OCCO3)c([N+](=O)[O-])c1 | -17 | -5 | -9 | 1.5 | 6 | 7 | -3 | -8 | 2
CN(Cc1ccccc1)Cc1ccccc1OC(=O)N(C)C | -5 | -6 | -2 | 0.4 | -6 | 7 | -4 | 1 | 1
Cc1ccc(NP(=O)(Nc2ccc(C)cc2)Oc2ccccc2)cc1 | -25 | -5 | -11 | -0.2 | 6 | -7 | 13 | -6 | 2
CCOC(=O)CNC(=O)N1Cc2cc(-c3ccc(OC)cc3)ccc2-n2nncc2C1 | / | -5 | 7 | 1.3 | -7 | 23 | -53 | / | 3
CN(C)CC1CSCCC1(O)c1ccccc1 (configuration not stated) | 0 | -5 | -4 | 0.5 | -4 | 5 | -5 | 0 | 0
Cc1cc(C)c(NC2=NCCS2)cc1C | / | -7 | -1 | 0.3 | -3 | -4 | -1 | / | 1
COc1ccc(N=Cc2c(O)n(Cc3cccs3)c(=O)[nH]c2=O)cc1 | -13 | -9 | 19 | -0.4 | 2 | 6 | -4 | 1 | 1
Cc1cc(-c2ccccc2)cc(C)[n+]1Cc1ccccc1 | -4 | -10 | -15 | 0.9 | -4 | 9 | -11 | -3 | 1
COc1ccc(OC)c(N2Cc3ccccc3C2=N)c1 | -2 | -7 | -9 | 0.6 | -13 | 6 | -16 | 1 | 0
CC1CCCN(C(=O)CN2C3CCC2CC(O)(c2ccc(F)cc2)C3)C1 (configuration not stated) | -4 | -14 | 1 | 0.2 | 10 | 1 | -4 | -1 | 0

Remaining list, next part
SMILES | CHO parental Ca | M1 ag | CHO-K1 Ca antag | M1 ag parental | CHRM4 antagonist | CHRM1 PAM | CHRM1 antagonist | OXTR potentiate | M4 ag
O=C1NC(=O)C(CCc2ccncc2)(Cc2ccc3c(c2)OCO3)C(=O)N1CCc1ccccc1 (configuration not stated) | -9 | -4 | 8 | 2.6 | 6 | 2 | 3 | -5 | 3
Oc1ccc(C2NCc3ccccc3-n3cccc32)cc1Cl (configuration not stated) | 3&15 | 3&-9 | -1&-3 | 5.7&1.4 | 1&3 | -2&7 | -15&-3 | -23&-3 | 8&1
Cc1cc(N2C(=O)C3CCCN3C2c2ccc(Cl)c(Cl)c2)no1 (configuration not stated) | -4 | -3 | -1 | -0.2 | 6 | 6 | -18 | -7 | 0
O=C1C=C2C=C[C@@H]3CC2(O1)[C@H]1CCCCN31 | -7 | -2 | -3 | 0.5 | -2 | 0 | -16 | 5 | 0
O=C1/C(=C/c2ccncc2)N2CCC1CC2 | 2 | -3 | -7 | 0.7 | -12 | 6 | -14 | 1 | 2
Cc1nc2nc(C)c(CCC(=O)N3CCC4(CC3)OCCO4)c(C)n2n1 | -3 | -2 | -8 | 0.2 | 2 | 3 | -2 | -7 | 0
CCOc1ccc(-c2cc(C)[n+](CCc3ccc(OC)c(OC)c3)c(-c3ccc(OCC)cc3)c2)cc1 | / | -8 | -13 | 1.2 | 3 | -2 | -4 | / | 0
CC(NCc1ccc(Cl)c(Cl)c1)C(O)c1ccccc1 (configuration not stated) | -18 | 2 | -32 | 2.2 | -1 | 3 | -4 | -6 | 5
CCC1(CC)C(=N)N(C)C(=O)NC1=O | -2 | -6 | -11 | 3.5 | 8 | 11 | -4 | 1 | 1
CCCCCC(=O)N[C@@H](c1ccccc1)[C@@H](O)C(=O)O[C@H]1C[C@@]2(O)[C@@H](OC(=O)c3ccccc3)C3[C@](C)(C(=O)[C@H](O)C(=C1C)C2(C)C)[C@@H](OC1OCC(O)C(O)C1O)C[C@H]1OC[C@@]31OC(C)=O (some centres not stated) | -6 | -3 | 0 | -0.1 | 13 | -2 | 0 | -1 | 0
COC(=O)C1=C(c2ccccc2)C[C@@H]2CC[C@H]1N2C(=O)NCCCOC(C)C | -13 | -8 | -5 | 0.0 | 3 | 2 | 1 | 7 | 0
Cc1cc(/C=C2\C(=O)NC(=O)N(c3cccc(F)c3)C2=O)c(C)n1-c1cc(C(=O)O)cc(C(=O)O)c1 | -5 | -3 | -16 | 0.8 | -1 | 10 | -5 | -2 | 2
CC(=O)Nc1ccc(OC(=O)N(C)c2ccc(C)cc2)cc1 | -5 | -2 | -7 | 0.4 | 0 | -4 | -6 | -6 | 1
Cc1cc(C)c(-n2c(O)c(/C=N/N3CCCCC3c3cccnc3)c(=O)[nH]c2=O)c(C)c1 (configuration not stated) | -13 | -7 | -3 | 0.1 | -9 | 0 | 2 | -3 | 1
O=[P+](Cc1ccccc1)Cc1ccccc1 | -11 | -3 | -8 | 0.3 | 9 | 7 | -11 | -1 | 0
O=[N+]([O-])c1ccc(-[n+]2c(-c3ccccc3)cc(-c3ccccc3)cc2-c2ccccc2)cc1 | -9 | -11 | -5 | -0.1 | 40* | -20 | 36* | -2 | 1
CCOC(=O)N1CCN(C(C)C(=O)c2c[nH]c3ccccc23)CC1 (configuration not stated) | -17 | -6 | 14 | -0.1 | 4 | 3 | 3 | 0 | 2
O=C(NN=Cc1ccc(N(CCCl)CCCl)cc1)C(=O)c1c[nH]c2ccccc12 | / | 4 | -8 | 1.2 | -5 | 4 | 2 | / | 8
CC(C)CN1Cc2ccccc2-n2nncc2C1 | / | -10 | 14 | -0.1 | 3 | -10 | 10 | / | 0
C/C=C/CC1(CC)C(=O)NC(=S)NC1=O | -4 | -5 | -18 | 0.5 | -3 | 9 | -12 | -11 | 0
Cc1ccc(C2=NN(CCC(=O)N3CCC4(CC3)OCCO4)C(=O)CC2)cc1 | -5 | -3 | -7 | 0.4 | 3 | 5 | -9 | -4 | 0
CN(C)C(=O)Oc1ccc2nnc3ccnn3c2c1 | -4 | -6 | -16 | 1.7 | -3 | -2 | 7 | 0 | 0
C[N+]1=C(/C=C/Nc2ccccc2)C(C)(C)c2ccccc21 | 44 | -12 | 17 | -0.1 | 10 | -6 | 9 | -1 | 1
COc1c(C)cc(C(=O)C2CCCN(Cc3cnc(C)s3)C2)cc1C (configuration not stated) | -9 | -10 | 8 | 0.2 | 9 | -24 | 11 | -3 | 1
O=P(O)(O)Oc1ccccc1P(=O)(c1ccccc1)c1ccccc1 | -1 | -5 | -6 | 0.1 | 1 | 2 | 6 | 1 | 0
Cc1cccc2c(CCN)c[nH]c12 | 0 | -5 | -10 | 0.3 | -8 | 9 | -12 | -13 | 2
CC1(C(=O)O)CC12c1ccccc1-c1ccccc12 (configuration not stated) | / | -4 | 2 | 0.3 | -2 | 6 | -11 | / | 0

Some of these compounds in order of formula weight, highest first.
SMILES | CHO parental Ca | M1 ag | CHO-K1 Ca antag | M1 ag parental | CHRM4 antagonist | CHRM1 PAM | CHRM1 antagonist | OXTR potentiate | M4 ag
CCOc1ccc(-c2cc(C)[n+](CCc3ccc(OC)c(OC)c3)c(-c3ccc(OCC)cc3)c2)cc1 | / | -8 | -13 | 1.2 | 3 | -2 | -4 | / | 0
O=C1NC(=O)C(CCc2ccncc2)(Cc2ccc3c(c2)OCO3)C(=O)N1CCc1ccccc1 (configuration not stated) | -9 | -4 | 8 | 2.6 | 6 | 2 | 3 | -5 | 3
COC(=O)C1=C(c2ccccc2)C[C@@H]2CC[C@H]1N2C(=O)NCCCOC(C)C | -13 | -8 | -5 | 0.0 | 3 | 2 | 1 | 7 | 0
Cc1ccc(C2=NN(CCC(=O)N3CCC4(CC3)OCCO4)C(=O)CC2)cc1 | -5 | -3 | -7 | 0.4 | 3 | 5 | -9 | -4 | 0
O=P(O)(O)Oc1ccccc1P(=O)(c1ccccc1)c1ccccc1 | -1 | -5 | -6 | 0.1 | 1 | 2 | 6 | 1 | 0
COc1c(C)cc(C(=O)C2CCCN(Cc3cnc(C)s3)C2)cc1C (configuration not stated) | -9 | -10 | 8 | 0.2 | 9 | -24 | 11 | -3 | 1
CC(C)CN1Cc2ccccc2-n2nncc2C1 | / | -10 | 14 | -0.1 | 3 | -10 | 10 | / | 0
CCC1(CC)C(=N)N(C)C(=O)NC1=O | -2 | -6 | -11 | 3.5 | 8 | 11 | -4 | 1 | 1

High-throughput results from PubChem.
